Lipid storage S3: qHTS Assay for Lipid Storage Modulators in Drosophila S3 Cells | Drosophila S3 cells, BODIPY lipid droplet fluorescence, 18-24 h; cells fed with added oleic acid | Potency in µM for hits, for the others lipid storage change, negative = inhibition, % at the top dose, mostly 46.1 µM | 320,000 compounds, 0.64% hits | AID 2685; active = well fitted inhibition curve with a large enough effect in the signal ratio, with a control signal flat, not every such curve was filed as active; inconclusive = small, poorly fitted or top-dose-only effect, or effect the other way, or a change in a side signal; the % refers to the signal ratio
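Drosophila S3 cells loaded with oleic acid (400 uM, as added) and compounds at several concentrations; lipid droplets imaged by 488-nm laser-scanning cytometry, 500–530 nm intensity and object ratio to cell channel. Percent activity normalized to 20 uM Triacsin C.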
Lipid storage S3 cell count max: further read-out of Lipid storage S3, marked with its call; cell number change, %; measured here: cell count max response;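 cells counted by Cell Tracker Red CMTPX staining in the red channel; peak over a dose series mostly up to 46.1 µM; percent activity relative to internal control wells on each plate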
* hit, by the source's call; i = inactive; ? = inconclusive; · = not tested or not shown; [ ] = remark or other dose. % is set by controls: 0 for no effect and ±100 for the full control effect; potency is the fitted concentration of half-maximal effect. Only part of the results is shown; the hit share may differ from the screen's.

SMILES | Lipid storage S3 | Lipid storage S3 cell count max
CN(CCc1ccccn1)C(=O)CCC1CCCN(C(=O)NC2CCCCC2)C1 (configuration not stated) | -8% | -8
CCCCN(C)C(=O)c1ccc2c(c1)N(CC)C(=O)c1ccccc1S2(=O)=O | ? | ·
C#Cc1ccc([C@H]2C=C(C(=O)N3CCOCC3)O[C@@H](OCc3ccc(CO)cc3)C2)cc1 | -1% | 16
CCN1C(N(C)CCc2cccs2)=N[C@@H](c2ccccc2)C(C(=O)OC)=C1C | ? | -2
Cc1ccc(S(=O)(=O)N2CCN(C(=O)c3ccccn3)CC2)cc1 | -13% | -24
COc1ccc(-c2nnc(SC(C)C(=O)NNC(=O)c3ccc(C)cc3)o2)cc1 (configuration not stated) | 6% | -8
CCN1CCN(c2nc(Nc3cccc(OC)c3)nc(N)c2[N+](=O)[O-])CC1 | ? | ·
COc1ccc(S(=O)(=O)Nc2ccccc2OC)cc1NC(=O)CC1CC2CCC1C2 (configuration not stated) | ? | ·
CCC(C)(C)N(C(=O)CCC(=O)Nc1cc(C)on1)C(C(=O)NC(C)(C)C)c1ccc(OC)cc1 (configuration not stated) | ? | ·
CCNS(=O)(=O)c1ccc(CCC(=O)N2CCCC2)cc1 | ? | ·
Cc1sc(NC(=O)c2cccs2)c(C(=O)OC(C)C)c1C | 13% | 0
CCCc1cc(N2CCN(c3ccccn3)CC2)n2nc(C)c(-c3ccccc3)c2n1 | 19% | -18
O=C(CCC(=O)N1CCCCC1)Nc1ccc(Cl)c(Cl)c1 | ? | ·
COc1ccccc1CNC(=O)COC(=O)c1n[nH]c2ccccc12 | i | ·
O=[N+]([O-])c1cccnc1Oc1cccnc1 | 4% | 2
COc1ccc(C2NC3=C(CCCC3)C(C#N)(C#N)C2(C#N)C#N)cc1 (configuration not stated) | 2% | -5
CCOc1ccc2[nH]c(=O)c(CN(Cc3ccc(F)cc3)C(=O)c3ccco3)cc2c1 | ? | ·
COC(=O)c1ccc(NC(=O)c2ccc(F)cc2)o1 | ? | ·
Clc1ccc(Oc2nc(Oc3ccc(Cl)cc3)nc(N3CCOCC3)n2)cc1 | ? | ·
O=C(NCCOc1ccccc1)C1CCCN1C(=O)c1cccs1 (configuration not stated) | -2% | -1
CCOC(=O)c1c(CSc2ccccc2)n(C)c2cc(Br)c(OCC(O)CNC(CO)(CO)CO)cc12 (configuration not stated) | 19% | ·
Cc1ccc(-n2nc(C)cc2NC(=O)CC#N)cc1 | -14% | -3
CCOc1ccc(S(=O)(=O)Nc2cc(OC)c(OC)cc2C(=O)O)cc1 | ? | ·
O=C(CCc1nnc(CCC2CCCCC2)o1)NCCn1cccn1 | ? | ·
Cc1ccc(Nc2cc(C)nc(N3CCOCC3)n2)cc1 | ? | ·
The listing continues:
SMILES | Lipid storage S3 | Lipid storage S3 cell count max
O=C(CCn1nnc2ccccc21)Nc1nnc(COc2ccccc2F)s1 | 2% | ·
COc1ccc(CCNC(=O)c2cc3c(C)nccc3[nH]c2=O)cc1OC | -2% | 19
O=c1[nH]ncc(NCCCO)c1Cl | 0% | 5
CC(=O)C1=C(O)C(=O)N(c2ccccn2)C1c1cccc(F)c1 (configuration not stated) | ? | ·
c1ccc2c(c1)nc1n2CCN1 | 2% | 1
Cc1cc(=O)oc2cc(OCC(=O)OCC(=O)NC(C)C)ccc12 | -33% | -23
COc1ccc(CCNC(=O)c2ccc(N3CCCC3=O)cc2)cc1 | ? | ·
COc1cccc(-c2cc(C(=O)NCC3CCCO3)c3ccccc3n2)c1 (configuration not stated) | 24% | ·
O=C(CN(c1cccc(Cl)c1)S(=O)(=O)c1ccc(Cl)cc1)NCc1ccccn1 | ? | ·
Cc1cc(=O)oc2cc(NC(=O)C(C)Oc3ccc(F)cc3)ccc12 (configuration not stated) | ? | ·
CC1CCCC(NC(=O)c2ccc3c(c2)OCO3)C1C (configuration not stated) | 23% | 14
COc1ccc(N2CCN(C(=O)c3ccccc3F)CC2)c([N+](=O)[O-])c1 | 11% | 9
O=C(Nc1ccc(Cl)c(Cl)c1)Nc1nc(-c2ccccc2)cs1 | ? | ·
CC1(C)C(=O)NCCN1C(=O)c1ccc2nc(Cc3ccccc3F)oc2c1 | ? | ·
Cc1cccc(Cn2nc(C)c(NC(=O)c3ccc(F)cc3)c2C)c1 | ? | ·
COC(=O)CSc1ncccc1-c1nc2ccccc2[nH]1 | ? | ·
COc1cc(C(=O)O)nc2ccc([N+](=O)[O-])cc12 | ? | ·
CCOC(=O)c1csc(NC(=O)c2cc(=O)c3ccccc3o2)n1 | 12% | ·
Cc1cccc(Nc2ncc3c(n2)CC(C)CC3=O)c1 (configuration not stated) | ? | ·
Cc1ccc(NC(=O)CSc2nc(-c3ccco3)cc(C(F)(F)F)n2)cc1C | -7% | -10
CC1CCN(CC(=O)Nc2ccc(S(=O)(=O)N3CCCC(C)C3)cc2)CC1 (configuration not stated) | ? | ·
CC(C)Oc1ccc(C(=O)NCCNC(=O)c2ccco2)cc1 | i | ·
CCOC(=O)c1[nH]c2ccccc2c1NC(=O)C1CCCC1 | 14% | 16
O=C(NC1CCCC1)C(c1ccco1)N(C(=O)c1ccco1)c1ccc(F)cc1 (configuration not stated) | ? | ·
CCc1ccc(-n2c(SCC(=O)c3ccc4c(c3)NC(=O)CO4)nc3ccccc3c2=O)cc1 | -4% | -4
Remaining list, next part.
SMILES | Lipid storage S3 | Lipid storage S3 cell count max
COc1ccc(N=c2oc3c(OC)cccc3cc2C(=O)NCc2ccco2)c(OC)c1 | ? | ·
CC(=O)Nc1ccc(S(=O)(=O)N2CCN(C(C)CCc3ccccc3)CC2)cc1 (configuration not stated) | ? | ·
CN1CCN(C(=O)c2cc(=O)c3cc(Cl)ccc3o2)CC1 | ? | ·
Cc1ccc2c(c1)-c1c(ssc1=S)C(C)(C)N2C(=O)c1ccco1 | ? | ·
COc1ccc(S(=O)(=O)N2CC(C)OC(C)C2)cc1C(=O)N1CCCCC1 (configuration not stated) | i | 29
CCC(Sc1nc2ccsc2c(=O)n1Cc1ccc(C(=O)O)cc1)C(=O)Nc1ccc(C)c(Cl)c1 (configuration not stated) | ? | ·
CCOC(=O)/C(N=Nc1sc(C(=O)OC)c(C)c1C(=O)OCC)=C(\O)CCl | ? | ·
COc1ccc(OC)c(/C=N/N2CCN(c3ccc(Cl)cc3)CC2)c1 | 3% | 18
COc1cc(/C=C(/C#N)C(=O)NCCCc2ccccc2)ccc1OCC(=O)O | 12% | 1
CC1CCCN(Cc2cccc(Oc3ccccc3)c2)C1 (configuration not stated) | 13% | 8
Cc1ccc(S(=O)(=O)N(C)CC(O)Cn2c3ccccc3c3ccccc32)cc1 (configuration not stated) | ? | ·
O=C(COC(=O)CCSc1ccc(Cl)cc1)NCCc1ccccc1 | 8% | 2
COC(=O)c1ccccc1NC(=O)C1CCCN(S(=O)(=O)c2ccccc2)C1 (configuration not stated) | ? | ·
Cc1ccccc1C(=O)Nc1cccc(NC(=S)NC(=O)c2cccs2)c1 | 15% | -11
Oc1ccccc1N=N/C(=N/Nc1ccccc1O)c1ccccc1 | ? | ·
CCOc1ccc(OCCC(=O)OCC(=O)Nc2cc(S(=O)(=O)N3CCOCC3)ccc2C)cc1 | i[0.0737 µM] | ·
CN(CC(=O)Nc1ccccc1F)Cc1cccs1 | ? | ·
Cn1nnnc1SCc1ccccc1F | -8% | -3
CC(=O)c1ccc(NC(=O)CNC2CCCCC2)cc1 | 9% | 13
Cc1cc(C)c(S(=O)(=O)N(CC(=O)N2CCCC2)C2CCCCC2)c(C)c1 | ? | ·
CCN(CC)S(=O)(=O)c1ccc(Cl)c(C(=O)OC)c1 | ? | ·
CN(CC(=O)Nc1cc(S(=O)(=O)N2CCCC2)ccc1Cl)Cc1cccs1 | ? | ·
O=C(c1csc(Nc2cccc3ccccc23)n1)N1CCCC1 | 11% | -3
N#C/C(C(=O)N1CCOCC1)=C1/SC(Cc2ccc(F)cc2)C(=O)N1c1ccccc1 (configuration not stated) | 1% | 11
O=C(Nc1ccccc1)C(Cc1ccccc1)NC(=O)C12CC3CC(CC(C3)C1)C2 (configuration not stated) | -2% | 3
Further structures:
SMILES | Lipid storage S3 | Lipid storage S3 cell count max
COc1ccc(/C=N/n2cnn(Cc3ccccc3Cl)c2=S)cc1OC | ? | ·
COc1ccccc1N1CCN(C(=O)COc2cc(C)cc3oc(=O)cc(C)c23)CC1 | ? | ·
CC(=O)N1CCN(C(=O)CSc2cc(C)c(Br)cc2C)CC1 | ? | ·
CCCNC(=O)CN(CCc1ccccc1)S(C)(=O)=O | i | 1
O=C(c1cc2ccccc2cc1O)N1CCCC1 | 0% | -2
Cc1ccc(NC(=O)COC(=O)c2ccc(OCc3c(C)noc3C)cc2)cc1S(=O)(=O)N1CCOCC1 | 0% | -9
Cc1ccnc(NC(=O)C2CCN(S(=O)(=O)c3cccc(C(F)(F)F)c3)CC2)c1 | ? | ·
O=C(NCCSc1ccc(Br)cc1)c1ccccc1 | 23% | -7
Cc1cc(C)n(CCNc2nc3nonc3nc2N2CCCCC2)n1 | 1% | -6
CC1CCc2ccc(F)cc2N1S(=O)(=O)c1cccs1 (configuration not stated) | ? | ·
O=C(NC1CCCC1)NS(=O)(=O)c1ccccc1Cl | ? | ·
Cn1cnc([N+](=O)[O-])c1Oc1cccc(O)c1 | 0% | 0
COc1ccc(-c2cc([N+](=O)[O-])ccc2OCC(=O)N(C)CC(=O)Nc2ccc(C)cc2)cc1 | i | -4
COc1ccc(-n2nc(C(=O)NCC(=O)N3CC(C)CC(C)C3)c3ccccc3c2=O)cc1 (configuration not stated) | ? | ·
Cc1ccc(NC(=O)CN(C)C(=O)c2ccc(OCc3c(C)noc3C)cc2)cc1 | ? | ·
COC(=O)c1cn(CCOc2ccc(C)cc2)c2ccccc12 | ? | ·
COc1ccc(CCNC(=O)CCCCCN2C(=O)c3ccccc3C2=O)cc1 | 11% | -11
COc1ccc(C(=O)CSC2=C(C#N)C3(CCCCC3)C(C#N)=C(N)N2)cc1 | 19% | -20
CC(=O)N1CCN(S(=O)(=O)c2cccc(C(=O)OCC(=O)NC(=O)c3cccn3C)c2)CC1 | ? | ·
CCOC(=O)C(C(=O)OCC)N(C#N)c1nc(OC)nc(N(C)C)n1 | ? | ·
O=C1C=C(c2cc(F)ccc2F)C[C@@H](c2ccc(Cl)cc2)C1 | ? | ·
COc1ccc(OC)c(S(=O)(=O)N(C)CC(=O)N2CCN(c3ccccc3F)CC2)c1 | ? | ·
COc1ccc(C(=O)NCC(=O)OCC(=O)c2cc(OC)c(OC)c(OC)c2)cc1OC | 9% | 2
Cc1ccc(-c2c(C)n([O-])c3c([n+]2=O)CCCCC3)o1 | 13% | 22
Cc1ccc(OCC(O)CNC(C)c2ccccc2)cc1C (configuration not stated) | ? | ·

An excerpt of these results, as a markdown table:
| Structure | Lipid storage S3 | Lipid storage S3 cell count max |
| --- | --- | --- |
| CCCNC(=O)CN(CCc1ccccc1)S(C)(=O)=O | i | 1 |
| O=C(c1cc2ccccc2cc1O)N1CCCC1 | 0% | -2 |
| Cc1ccc(NC(=O)COC(=O)c2ccc(OCc3c(C)noc3C)cc2)cc1S(=O)(=O)N1CCOCC1 | 0% | -9 |
| Cc1ccnc(NC(=O)C2CCN(S(=O)(=O)c3cccc(C(F)(F)F)c3)CC2)c1 | ? | · |
| O=C(NCCSc1ccc(Br)cc1)c1ccccc1 | 23% | -7 |
| Cc1cc(C)n(CCNc2nc3nonc3nc2N2CCCCC2)n1 | 1% | -6 |
| CC1CCc2ccc(F)cc2N1S(=O)(=O)c1cccs1 (configuration not stated) | ? | · |
| O=C(NC1CCCC1)NS(=O)(=O)c1ccccc1Cl | ? | · |
| Cn1cnc([N+](=O)[O-])c1Oc1cccc(O)c1 | 0% | 0 |
| COc1ccc(-c2cc([N+](=O)[O-])ccc2OCC(=O)N(C)CC(=O)Nc2ccc(C)cc2)cc1 | i | -4 |
| COc1ccc(-n2nc(C(=O)NCC(=O)N3CC(C)CC(C)C3)c3ccccc3c2=O)cc1 (configuration not stated) | ? | · |
| Cc1ccc(NC(=O)CN(C)C(=O)c2ccc(OCc3c(C)noc3C)cc2)cc1 | ? | · |
| COC(=O)c1cn(CCOc2ccc(C)cc2)c2ccccc12 | ? | · |
| COc1ccc(CCNC(=O)CCCCCN2C(=O)c3ccccc3C2=O)cc1 | 11% | -11 |
| COc1ccc(C(=O)CSC2=C(C#N)C3(CCCCC3)C(C#N)=C(N)N2)cc1 | 19% | -20 |
| CC(=O)N1CCN(S(=O)(=O)c2cccc(C(=O)OCC(=O)NC(=O)c3cccn3C)c2)CC1 | ? | · |
| CCOC(=O)C(C(=O)OCC)N(C#N)c1nc(OC)nc(N(C)C)n1 | ? | · |

Next structures:
SMILES | Lipid storage S3 | Lipid storage S3 cell count max
Cc1csc(SC(C)C(=O)NCC(=O)Nc2ccc(F)c(F)c2F)n1 (configuration not stated) | 0% | 0
COc1ccc(N2CCN(Cc3nc4cc(Cl)ccc4c(=O)[nH]3)CC2)cc1 | ? | ·
COc1ccc(/C(N)=N/OC(=O)CCC2CCCC2)cc1OC | ? | ·
Cc1nnc2ccc(N3CCCCC3)nn12 | 11% | 16
Cc1cc(C)n(CC(O)COc2ccc(C(C)C)c(C)c2)n1 (configuration not stated) | ? | ·
CCOC(=O)c1c(CC(C)C)csc1NC=O | ? | ·
COc1ccccc1C(C)NCC(=O)Nc1c(F)cccc1F (configuration not stated) | 1% | ·
